Source: PubChem (PCMD)
FXIIa inh = inhibitors of human coagulation factor XIIa | purified human FXIIa, AMC substrate fluorescence, 2 h | P00748 | hit rate 0.2% among 33,000 | inhibition, % at 10 µM; in the data active means inhibition above about 30%;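 further: 0% = enzyme with vehicle only and 100% = no enzyme blank; many of its hits are not listed in these tables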
FXIa single inh = inhibitors of human coagulation factor XIa. inhibition, % at 10 µM. hit rate 0.3% among 33,000. P03951. purified human FXIa, fluorogenic AMC substrate cleavage. AID 687;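 active means inhibition above 40% in the primary screen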;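 further: 0% = enzyme without compound and 100% = blank wells lacking enzyme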
Target sequence (P03951 19-387 limits assumed): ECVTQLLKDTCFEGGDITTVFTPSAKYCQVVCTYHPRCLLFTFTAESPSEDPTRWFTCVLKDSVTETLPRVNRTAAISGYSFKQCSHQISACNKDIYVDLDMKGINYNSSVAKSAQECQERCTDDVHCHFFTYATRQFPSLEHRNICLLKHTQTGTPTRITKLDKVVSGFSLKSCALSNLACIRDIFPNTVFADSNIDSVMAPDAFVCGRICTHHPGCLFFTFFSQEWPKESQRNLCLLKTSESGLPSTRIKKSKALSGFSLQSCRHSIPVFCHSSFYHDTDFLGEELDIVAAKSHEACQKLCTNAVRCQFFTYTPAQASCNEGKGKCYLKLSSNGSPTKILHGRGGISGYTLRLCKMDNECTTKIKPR
Target sequence (P03951 388-625 limits assumed): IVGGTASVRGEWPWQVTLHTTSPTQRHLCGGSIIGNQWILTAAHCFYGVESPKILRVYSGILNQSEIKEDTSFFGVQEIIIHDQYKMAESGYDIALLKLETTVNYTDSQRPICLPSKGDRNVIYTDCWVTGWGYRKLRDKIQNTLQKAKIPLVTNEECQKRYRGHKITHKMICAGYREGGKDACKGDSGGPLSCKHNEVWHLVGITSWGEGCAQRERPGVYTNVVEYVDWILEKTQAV
Starred values were filed as active, the others as inactive. Not all compounds are listed, so the mix of outcomes need not match the whole.

| FXIIa inh | FXIa single inh | smiles |
| --- | --- | --- |
| 3 | -2 | CC(=O)c1cccc(N(C(=O)Cn2nnc3ccccc32)C(C(=O)NC2CCCCC2)c2cn(C)nc2C)c1 (stereo not given) |
| 5 | 11 | C/C(=C(\C#N)C(=O)NCc1ccccc1)N(C)C |
| -10 | -14 | O=c1oc2ccccc2cc1-c1nnc(NCc2ccco2)s1 |
| -1 | -6 | COC(=O)CC1SC(=O)NC1=Nc1ccc(O)cc1 (stereo not given) |
| -9 | 5 | COc1ccc(C(=O)N=c2nc3ccccn3s2)cc1 |
| 9 | 9 | Cc1ccccc1CN(c1ccc(C(=O)Nc2ccccc2C(=O)NCc2ccco2)cc1)S(C)(=O)=O |
| 8 | -4 | CCOC(=O)C1CCCN(c2nc(C)nc3c2oc2ccccc23)C1 (stereo not given) |
| 13 | 4 | COc1cc(CN2CCC(C(=O)NC3CCCC3)CC2)cc(OC)c1O |
| 4 | 2 | CC(C)C(NS(=O)(=O)c1cccs1)C(=O)N(C)Cc1ccccc1 (stereo not given) |
| 14 | 2 | CCc1nnc(NC(=O)C(C)C)s1 |
| 0 | 1 | COc1cc(C(=S)N2CCCCC2)ccc1OCC(=O)N1CCCC1 |
| 12 | 6 | Cn1c(CCNC(=O)c2ccco2)nc2cc(NC(=O)c3ccco3)ccc21 |
| 3 | 8 | COC(=O)C(NC(=O)c1ccccc1)(Nc1cc(C)cc(C)n1)C(F)(F)F (stereo not given) |
| -10 | 18 | COc1cc(C2SCC(=O)N2CCCN(C)C)cc(OC)c1OC (stereo not given) |
| 7 | -8 | O=C(Cc1n[nH]c(=O)[nH]c1=O)N/N=C/c1cccc(O)c1 |
| 15 | 0 | c1ccc2c(CSc3nnc(-c4ccncc4)o3)cccc2c1 |
| 21 | 2 | O=C1OC(Nc2ccccn2)c2ccccc21 (stereo not given) |
| 7 | 2 | Cn1c(NC(=O)c2ccc(Cl)cc2Cl)cc(=O)n(C)c1=O |
| -12 | -1 | CC1(C)CC(=O)C2=C(C1)OC(N)=C(C#N)C2C1CC=CCC1 (stereo not given) |
| 7 | 2 | CCNc1c2c(nc3ccccc13)CC(C)(C)CC2=O |
| 9 | 3 | COc1ccc(CC(=O)Nc2cc(Cl)ccc2O)cc1 |
| 24 | -5 | Cc1cccc(-n2c(N)cc(=O)nc2SCC(=O)Nc2nnc(C)s2)c1 |
| 5 | -1 | CN(C)c1cc[n+](Cc2c(Cl)cccc2Cl)cc1 |
| 7 | 5 | COc1cccc(CNC(=O)C2CCCN(S(=O)(=O)c3c(C)[nH]c(=O)[nH]c3=O)C2)c1 (stereo not given) |
| -19 | 1 | O=C(NCc1cccc(Cl)c1)c1cnccn1 |
| 1 | -7 | O=C(N1CCOCC1)N1CCN(S(=O)(=O)c2ccccc2)C1 |
| -9 | -1 | CCC(C)(C)n1nnnc1C(c1ccc2ncccc2c1)N1CCCCCC1 (stereo not given) |
| -15 | 26 | O=C(CC(c1ccccc1)c1ccccc1)Nc1ccc2c(c1)OCCO2 |
| 8 | 1 | CCOC(=O)N1CCC(Nc2c(Nc3ccc(F)cc3)c(=O)c2=O)CC1 |
| 8 | 0 | CC(NC(=O)Cc1cccs1)C(c1cccs1)N1CCN(c2ccccc2)CC1 (stereo not given) |
| -3 | 0 | O=C(NC1CC1)c1cc(=O)c2ccccc2o1 |
| -1 | 1 | COC(=O)c1cc(C)sc1NC(=O)C1CC=CCC1C(=O)O (stereo not given) |
| 4 | -2 | O=C(NCc1cccnc1)c1ccc(COc2cccc3ccccc23)o1 |
| 9 | -1 | O=C(Nc1ccccc1)c1sc2cc(C(F)(F)F)cnc2c1-c1cccs1 |
| -2 | 1 | Cc1oc2ccc(OCc3ccccc3F)cc2c1C(=O)O |
| 6 | 8 | Cc1cccc(NC(=S)NC2CC3CCCC(C2)N3CC(C)C)c1C (stereo not given) |
| -13 | -2 | CC1=CC(C)(C(Cl)Cl)C(C)=CC1=O (stereo not given) |
| 4 | -2 | CCOC(=O)C1=C(C)NC(=S)N(C(C)=O)C1c1ccc(Cl)cc1 (stereo not given) |
| 6 | 9 | Cc1ccc(OCCCN2CCCC2)c(C)c1 |
| 10 | 4 | CN(CC(=O)NCCc1ccccc1)S(=O)(=O)c1cccc2nsnc12 |
| -3 | -5 | Cc1ccc(N(Cc2ccc(C(=O)NC3CCCCC3)cc2)S(C)(=O)=O)cc1C |
| 8 | 2 | O=c1[nH]c(CSc2nc3ccccc3o2)nc2c1cnn2-c1ccccc1 |
| 5 | -6 | C=CCSc1[nH]c(=O)cc(C)c1C(N)=O |
| -3 | 1 | CCC1CCCCN1C(=O)CCCOc1ccccc1 (stereo not given) |
| -13 | 4 | CCN(CC)Cc1c(O)ccc2c([N+](=O)[O-])c(C)n(-c3ccc(OC)cc3)c12 |
| 4 | -6 | CCOC(=O)c1ccc(NC(=O)CSc2nnnn2C2CCCCC2)cc1 |
| 7 | 6 | Cc1cccc(CS(=O)(=O)c2nnc([C@H](Cc3ccccc3)NC(=O)OC(C)(C)C)o2)c1 |
| 5 | 1 | COc1cccc(C(=O)Nc2ccccc2)c1 |
| 3 | -5 | CC1CCN(CCC(=O)Nc2ccc3c(c2)CCC3)CC1 |
| 1 | 1 | CSc1ccccc1NC(=O)c1c(C)noc1C |

More compounds:
| FXIIa inh | FXIa single inh | smiles |
| --- | --- | --- |
| 2 | 1 | O=C(NCCc1c[nH]c2ccccc12)C(F)(F)F |
| 4 | 5 | COc1cc(C(C)=O)ccc1OC(=O)C(C)N1C(=O)c2ccccc2C1=O (stereo not given) |
| 4 | 11 | CCOc1ccc(Nc2nc(N3CCCCC3)nc(N3CCCCC3)n2)cc1 |
| 6 | -1 | O=C(c1cnn2c(C(F)F)cc(C3CC3)nc12)N1CCOCC1 |
| 9 | 0 | Cc1cccc(C)c1OCCCN1CCCC1 |
| 5 | 0 | COC(=O)C1Sc2[nH]c(=O)sc2C(c2ccc(Cl)cc2)C1C(=O)OC (stereo not given) |
| 2 | 1 | CCOC(=O)N1CCN(C(=O)CN(c2ccccc2OC)S(=O)(=O)c2ccc(C)cc2)CC1 |
| 7 | 1 | O=c1c2c(nc3n1CCCCC3)sc1c(O)c(Br)ccc12 |
| 3 | -6 | Cc1cc(=O)oc2cc(OCC(=O)Nc3nnc(C(C)C)s3)ccc12 |
| 11 | 1 | Cc1c(C(=O)NC(C)CN2CCCCC2)oc2ccccc12 (stereo not given) |
| 7 | 1 | CCCSc1nc2c(c(=O)[nH]c(=O)n2C)n1C |
| 3 | 5 | Cc1noc(C)c1S(=O)(=O)N1CCC(C(=O)NCCC2=CCCCC2)CC1 |
| 4 | 10 | COc1c(Cl)cc(-c2noc(C)c2C(=O)NCc2ccccc2)cc1Cl |
| 3 | 2 | [O-]C1=N/[N+](=C/c2ccc(Cl)c(Cl)c2)CC1 |
| 4 | 1 | Cc1onc(-c2c(F)cccc2Cl)c1C(=O)NCCc1ccc(S(N)(=O)=O)cc1 |
| 3 | -4 | c1ccc(Cn2nnnc2CN2CCOCC2)cc1 |
| 0 | -5 | Cc1ccc(S(=O)(=O)N(C)C2(C)CCS(=O)(=O)C2)cc1 (stereo not given) |
| 10 | 0 | CC(=O)c1c(C)[nH]c(C(=O)NCc2cccs2)c1C |
| 2 | -5 | Cc1cc(Cl)c(S(N)(=O)=O)cc1OCC(N)=O |
| 2 | 2 | Cc1ccc(-n2nc3c(c2NC(=O)CCC2CCCCC2)CS(=O)C3)cc1 (stereo not given) |

Given with two lines to a compound: part of the list above.
Value order – FXIIa inh | FXIa single inh
> CC(=O)c1cccc(N(C(=O)Cn2nnc3ccccc32)C(C(=O)NC2CCCCC2)c2cn(C)nc2C)c1 (stereo not given)
→ 3 | -2
> C/C(=C(\C#N)C(=O)NCc1ccccc1)N(C)C
→ 5 | 11
> O=c1oc2ccccc2cc1-c1nnc(NCc2ccco2)s1
→ -10 | -14
> COC(=O)CC1SC(=O)NC1=Nc1ccc(O)cc1 (stereo not given)
→ -1 | -6
> COc1ccc(C(=O)N=c2nc3ccccn3s2)cc1
→ -9 | 5
> Cc1ccccc1CN(c1ccc(C(=O)Nc2ccccc2C(=O)NCc2ccco2)cc1)S(C)(=O)=O
→ 9 | 9
> CCOC(=O)C1CCCN(c2nc(C)nc3c2oc2ccccc23)C1 (stereo not given)
→ 8 | -4
> COc1cc(CN2CCC(C(=O)NC3CCCC3)CC2)cc(OC)c1O
→ 13 | 4
> CC(C)C(NS(=O)(=O)c1cccs1)C(=O)N(C)Cc1ccccc1 (stereo not given)
→ 4 | 2
> CCc1nnc(NC(=O)C(C)C)s1
→ 14 | 2
> COc1cc(C(=S)N2CCCCC2)ccc1OCC(=O)N1CCCC1
→ 0 | 1
> Cn1c(CCNC(=O)c2ccco2)nc2cc(NC(=O)c3ccco3)ccc21
→ 12 | 6
> COC(=O)C(NC(=O)c1ccccc1)(Nc1cc(C)cc(C)n1)C(F)(F)F (stereo not given)
→ 3 | 8
> COc1cc(C2SCC(=O)N2CCCN(C)C)cc(OC)c1OC (stereo not given)
→ -10 | 18
> O=C(Cc1n[nH]c(=O)[nH]c1=O)N/N=C/c1cccc(O)c1
→ 7 | -8
> c1ccc2c(CSc3nnc(-c4ccncc4)o3)cccc2c1
→ 15 | 0
> O=C1OC(Nc2ccccn2)c2ccccc21 (stereo not given)
→ 21 | 2
> Cn1c(NC(=O)c2ccc(Cl)cc2Cl)cc(=O)n(C)c1=O
→ 7 | 2
> CC1(C)CC(=O)C2=C(C1)OC(N)=C(C#N)C2C1CC=CCC1 (stereo not given)
→ -12 | -1
> CCNc1c2c(nc3ccccc13)CC(C)(C)CC2=O
→ 7 | 2
> COc1ccc(CC(=O)Nc2cc(Cl)ccc2O)cc1
→ 9 | 3
> Cc1cccc(-n2c(N)cc(=O)nc2SCC(=O)Nc2nnc(C)s2)c1
→ 24 | -5
> CN(C)c1cc[n+](Cc2c(Cl)cccc2Cl)cc1
→ 5 | -1
> COc1cccc(CNC(=O)C2CCCN(S(=O)(=O)c3c(C)[nH]c(=O)[nH]c3=O)C2)c1 (stereo not given)
→ 7 | 5

New compounds follow:
| FXIIa inh | FXIa single inh | smiles |
| --- | --- | --- |
| 9 | -11 | Cc1ccn2c(NC(=O)c3ccco3)c(-c3ccccc3)nc2c1 |
| 3 | 6 | CCc1nnc(NC(=O)Cn2nc(-c3ccc(OC)c(OC)c3)ccc2=O)s1 |
| 11 | -2 | CCCCN(CCCC)CC(O)CN1C(=O)NC(C)(C)C1=O (stereo not given) |
| -9 | 16 | COc1ccc(/C(N)=N/OC(=O)c2cccc([N+](=O)[O-])c2)cc1 |
| 7 | -1 | Cc1cc(NC(=O)C2C3C=CC(C3)C2C(=O)O)no1 (stereo not given) |
| 3 | -6 | COc1cccc(C(=O)Nc2ccc(NC(=O)C(C)(C)C)cn2)c1 |
| 7 | -11 | Cc1ccc(N2C(=O)N(CC(=O)NCc3ccc(Cl)cc3)C(=O)C2C)cc1 (stereo not given) |
| 3 | 3 | COC(=O)c1cc(NC(=O)C2CCCN(S(=O)(=O)c3c(C)n[nH]c3C)C2)cc(C(=O)OC)c1 (stereo not given) |
| 11 | -8 | CC1CCN(C(=O)N2c3ccccc3Sc3ccccc32)CC1 |
| 6 | 3 | NC(=O)c1ccc(NC(=O)C2CCCO2)cc1 (stereo not given) |

Among those listed so far, 3 have a CF3 group:
| FXIIa inh | FXIa single inh | smiles |
| --- | --- | --- |
| 3 | 8 | COC(=O)C(NC(=O)c1ccccc1)(Nc1cc(C)cc(C)n1)C(F)(F)F (stereo not given) |
| 9 | -1 | O=C(Nc1ccccc1)c1sc2cc(C(F)(F)F)cnc2c1-c1cccs1 |
| 2 | 1 | O=C(NCCc1c[nH]c2ccccc12)C(F)(F)F |

The list goes on.
| FXIIa inh | FXIa single inh | smiles |
| --- | --- | --- |
| 1 | -3 | COC(=O)C1=C(C)Nc2nnnn2C1c1ccco1 (stereo not given) |
| 8 | -1 | O=C(NC1(C(=O)NC2CCCCC2)CCCCC1)c1ccccn1 |
| 2 | -8 | CCN(CC)C(=O)c1c(C)nc2ccccn12 |
| 3 | 3 | Cc1csc(SCC(=O)Nc2cccc(S(=O)(=O)N3CCCC3)c2)n1 |
| 3 | 1 | COc1ccc(S(=O)(=O)N2CCC(C(=O)Nc3cccc(C(C)=O)c3)CC2)cc1C |
| 7 | 16 | COc1ccc(C2C=C(c3ccc(C)cc3)Nc3ncnn32)cc1 (stereo not given) |
| -16 | 0 | O=C1CC(N2CCN(c3ccccc3Cl)CC2)C(=O)N1c1ccc(F)cc1 (stereo not given) |
| 1 | -6 | Cc1cc(Cl)c(OCCN2C(=O)NC(C)(C)C2=O)c(Br)c1 |
| -1 | -2 | CCCCCCCn1c(=N)n(CC(=O)c2ccco2)c2ccccc21 |
| 2 | -2 | COc1ccc(CCNC2CC(=O)N(CCc3ccccc3)C2=O)cc1 (stereo not given) |
| 5 | -4 | CCOC(=O)CN1CC23C=CC(O2)C(C(=O)Nc2ccc(F)cc2)C3C1=O (stereo not given) |
| 7 | 1 | CCn1c(=O)cc(SCC(=O)N(C)Cc2ccccc2)c2ccccc21 |
| -12 | 7 | O=S(=O)(Nn1cnnc1)c1ccccc1 |
| 2 | -5 | CC(=O)c1c(C)[nH]c(C(=O)OCC(=O)N2CCc3ccccc32)c1C |
| 5 | 5 | CCOC(=O)C1=C(C)N=C2SCCC(=O)N2C1c1ccc(C(=O)OC)cc1 (stereo not given) |
| 5 | 2 | CCNc1nc(NCC)nc(C(=O)Nc2ccccc2)n1 |
| 13 | -2 | Cn1cc(C(c2ccccn2)c2cn(C)c3ccccc23)c2ccccc21 |
| -10 | -12 | C/C=C(\C)CN1CCN(c2cccc(C)c2C)CC1 |
| 6 | -8 | C=CCc1c(C)nc(C)nc1N/N=C/c1ccc([N+](=O)[O-])cc1 |
| 6 | -13 | COc1ccc(-n2ncc3c(NCC4CCCO4)ncnc32)cc1 (stereo not given) |
| 3 | -2 | Cc1cccc(-n2c(CNC(=O)c3ccc(S(=O)(=O)N4CCCC4)cc3)n[nH]c2=S)c1 |
| 9 | 3 | CCn1c(SCC(=O)N2CCCCC2)nc2c(c1=O)SC(C)C2 (stereo not given) |
| 5 | -4 | O=S(=O)(NCCOC12CC3CC(CC(C3)C1)C2)c1cccc2nsnc12 |
| 7 | -2 | CCCCCNC(=O)Cc1cc(=O)[nH]c(=O)[nH]1 |
